Assay outcomes (PubChem BioAssay)
Salmonella PhoP GFP: inhibitors of PhoP regulon expression, primary screen, Salmonella Typhimurium, GFP reporter (AID 1863) | S. Typhimurium PhoP-regulated promoter GFP reporter, 4 h; higher % means a stronger effect | one-dose inhibition, % at 50 µM; IC50 in µM for titrated hits | 0.16% of 300,000 active;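 active means inhibition over 29.93%, a cutoff 3 SD above the screen mean, later confirmed by dose response; inconclusive means inhibition over 29.93% but no dose response follow-up; inactive means inhibition at most 29.93% or unconfirmed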;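 further: 0% = low Mg2+ inducing control and 100% = high Mg2+ repressing control; strong numbers were not always called active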
MgcRacGAP inhibition: MgcRacGAP GTPase-activating activity inhibitors, confirmation, biochemical, ADP Hunter fluorescence; Rac GTPase-activating protein 1 (Homo sapiens); MgcRacGAP-stimulated Rac1 GTP hydrolysis, ADP Hunter fluorescence; higher % means a stronger effect; GST-tagged Rac1 F28L mutant substrate; one-dose inhibition, % at 30 µM; IC50 in µM for titrated hits; 0.6% of 340,000 active;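 active means first-screen hits whose inhibition reached a set limit at any dose in the follow-up dose series; inconclusive means inhibition above the set first-screen limit but never retested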;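 further: fluorescence reports GDP produced by GAP-driven GTP hydrolysis; strong numbers were not always called active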
HIV peptide binding: inhibitors of HIV fusion peptide binding, primary screen, biochemical, uHTS, fluorescence dequenching (AID 1986); cell-free peptide binding, fluorescence dequenching, 30 min; higher % means a stronger effect; inhibition, % at 20 µM, or IC50 in µM where a hit was titrated; 0.3% of 290,000 active; in the data active means inhibition mostly above about 52%, no sharp cut-off; inactive means mostly below about 76%; further: some results filed as inactive read as strong as hits
Dengue-2 NS5 capping: Dengue-2 NS5 methyltransferase inhibitors, primary screen, biochemical, confirmation dose response (AID 588689); Genome polyprotein (Dengue virus type 2 (strain 16681-PDK53)); inhibition, % at 25 µM, or IC50 in µM where a hit was titrated; 0.3% of 340,000 active; Dengue-2 NS5 methyltransferase capping enzyme assay, biochemical; higher % means a stronger effect; in the data active means a potency from the dose series; inconclusive means inhibition above about 29% without an active follow-up result
GPR35 arrestin U2OS: GPR35 antagonists blocking zaprinast-driven arrestin recruitment, primary screen, imaging, U2OS, beta-arrestin-GFP, zaprinast agonist (AID 2058) | G-protein coupled receptor 35 (Homo sapiens) | U2OS GPR35 beta-arrestin-GFP translocation imaging, zaprinast antagonism; higher % means a stronger effect | inhibition, % at 10 µM; hits with a dose series show IC50 in µM | 0.052% of 290,000 active;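 active means inhibition of at least 50% with at least 30 cells and total cytoplasm GFP at most 10,000,000; inconclusive means under 30 cells or total GFP of 10,000,000 plus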
SV40 large T antigen: SV40 large T antigen inhibitors, biochemical (AID 1903); SV40 large T antigen ATPase/helicase inhibition assay; higher % means a stronger effect; inhibition, % at 20 µM, or IC50 in µM where a hit was titrated; 0.39% of 310,000 active; in the data active means a potency from the dose series; inconclusive means inhibition mostly from about 32% at the one dose, without a potency; inactive means the rest, 99 in 100 with inhibition below about 32%; further: strong numbers were not always called active
K1F lysis inhibition: inhibition of K1F phage lysis, E. coli UTI89, bacterial capsule biogenesis inhibitors, alamar blue (AID 488966) | E. coli UTI89 K1F phage lysis, alamar blue, 2 h; higher % means a stronger effect | one-dose inhibition, % at 100 µM; IC50 in µM for titrated hits | 0.02% of 340,000 active;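 active means phage lysis inhibition, versus mean bacterial control, above a set limit; inconclusive means no clear call, values can overlap the other calls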;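 further: capsule biogenesis inhibitors block K1F phage lysis so surviving cells raise fluorescence; higher fluorescence means more inhibition of phage lysis; actives were called in the ten point dose series up to 300 µM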
GPR55 antagonists: GPR55 antagonists blocking LPI-driven arrestin recruitment, primary screen, imaging, U2OS, beta-arrestin-GFP, LPI agonist (AID 2013); G-protein coupled receptor 55 (Homo sapiens); U2OS GPR55 beta-arrestin-GFP translocation imaging, LPI antagonism; higher % means a stronger effect; inhibition, % at 10 µM, or IC50 in µM where a hit was titrated; 0.13% of 290,000 active;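 active means spots per cell inhibited over 60%, with over 100 cells counted and total cytoplasm intensity under 500,000; inconclusive means wells with under 100 cells, flagged as likely toxic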;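 further: U2OS cells stably carrying GPR55 and arrestin-GFP stimulated by 5 µM LPI near EC80; imaged beta-arrestin-GFP aggregate spots per cell after agonist stimulation; plate controls were LPI-stimulated DMSO wells for no effect and DMSO wells without LPI for full effect; some results filed as inactive read as strong as hits; confirmed hits need IC50 under 10 µM and bright autofluorescent wells are also inconclusive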
RSV antiviral HEp-2: RSV antiviral activity via CPE protection, HEp-2 cells, primary 10 µM value included (AID 2391). HEp-2 cells, RSV-induced CPE inhibition; higher % means a stronger effect. one-dose CPE inhibition, % at 10 µM; IC50 in µM for titrated hits. 0.13% of 310,000 active; in the data active means a potency from the dose series; inconclusive means CPE inhibition mostly from about 23% at the one dose, without a potency; inactive means the rest, 99 in 100 with CPE inhibition below about 21%; further: strong numbers were not always called active
Dengue-2 NS5 capping pilot replicate: recorded beside Dengue-2 NS5 capping, whose call it bears; inhibition, %; measured here: pilot screen replicate inhibition
Active calls of the source: *; ? = inconclusive; · = not tested or not shown; [ ] = another dose, or the depositor's remark.

Start of the data: the first 2 compounds as a preview:
SMILES | Salmonella PhoP GFP | MgcRacGAP inhibition | HIV peptide binding | Dengue-2 NS5 capping | GPR35 arrestin U2OS | SV40 large T antigen | K1F lysis inhibition | GPR55 antagonists | RSV antiviral HEp-2 | others
Nc1ncnc2c1ncn2C1OC(CO)C(O)C1O (configuration not stated) | 14% | 5% | 0.8% | -5% | -1% | 0% | 0.4% | -16% | 0.8%
Cc1nc(S(=O)(=O)Nc2ccccc2C(=O)NCC2CC2)cn1C | -10% | 1% | -0.2% | 2% | 0% | 7% | -0.5% | 4% | ·

All compounds of this part, repeating the preview:
SMILES | Salmonella PhoP GFP | MgcRacGAP inhibition | HIV peptide binding | Dengue-2 NS5 capping | GPR35 arrestin U2OS | SV40 large T antigen | K1F lysis inhibition | GPR55 antagonists | RSV antiviral HEp-2 | others
Nc1ncnc2c1ncn2C1OC(CO)C(O)C1O (configuration not stated) | 14% | 5% | 0.8% | -5% | -1% | 0% | 0.4% | -16% | 0.8%
Cc1nc(S(=O)(=O)Nc2ccccc2C(=O)NCC2CC2)cn1C | -10% | 1% | -0.2% | 2% | 0% | 7% | -0.5% | 4% | ·
C/C(=N/NC(=O)C(C)n1nc(C)c([N+](=O)[O-])c1C)c1ccc(OCC(N)=O)cc1 (configuration not stated) | -14% | 8% | 1.2% | 5% | 2% | 11% | -0.1% | 1% | 0.7%
CCOc1ccc(NC(=O)COC(=O)C2C3CC4OC(=O)C2C4C3)cc1 (configuration not stated) | -4% | -3% | -2.8% | -5% | 8% | -4% | 0.3% | 8% | 0.2%
O=C(O)c1cc([N+](=O)[O-])c(Nc2cccc3ccccc23)c([N+](=O)[O-])c1 | -5% | 6% | 13% | 65µM* | 9% | 8% | 0.2% | 0% | ?
CC(C)(CNC(=O)c1cc(=O)[nH]c2ccccc12)N1CCOCC1 | 18% | 8% | -1.0% | -8% | -6% | 7% | 0.2% | 1% | 1.8%
CCOC(=O)c1c(NC(=O)CSc2nc3cc(Cl)ccc3c(=O)n2Cc2ccco2)sc(C(=O)N(C)C)c1C | -11% | 2% | 8.3% | · | 13% | 5% | -0.4% | 12% | ?
CN1CCc2nc3sc(C(=O)C45CC6CC(CC(C6)C4)C5)c(N)c3cc2C1 | 9% | 2% | -1.9% | -10% | 5% | 10% | -0.2% | -2% | 2.6%
O=C(CN1C(=O)NC2(CCCc3ccccc32)C1=O)c1ccc(F)cc1 (configuration not stated) | · | 4% | · | 9% | · | · | -1.4% | · | 1.0%
O=[N+]([O-])c1ccc(Cl)c2c1C1C=CCC1C(c1ccccn1)N2 (configuration not stated) | -5% | 14% | 22% | 45% | 4% | 22% | 2.1% | 18% | ?
Cc1cccc(N(CC(=O)N2CCCC2)S(=O)(=O)c2ccccc2)c1 | 0% | 3% | 20% | -1% | -7% | 3% | -0.8% | -1% | 1.1% | Dengue-2 NS5 capping pilot replicate=-2.4
COc1ccccc1NC(=O)N1CCC(c2nnc(SCC(N)=O)n2C)CC1 | -2% | 2% | -0.2% | -7% | -8% | 6% | 0.3% | 8% | 1.0%
Fc1c(F)c(F)c(SCn2cc(Br)cn2)c(F)c1F | · | 8% | · | -1% | · | · | 0.2%[50 µM] | · | 1.3%
Cc1cc(C)cc(OCCNC(=O)C2CCN(S(=O)(=O)c3ccccc3)CC2)c1 | -1% | 5% | -0.4% | -3% | -11% | 26% | -0.3% | 6% | 1.0%
CC(C)(CC(=O)O)CC(=O)N1CCN(c2nc3ccc(Cl)cc3s2)CC1 | · | 4% | -0.8% | -8% | 3% | 7% | 0.2% | -2% | -0.1%
COc1ccc(CNC(=O)C2COc3ccccc3O2)c(OC)c1 (configuration not stated) | 8% | 3% | -0.2% | 4% | 16% | 2% | 1.2% | 3% | 0.1%
O=C(Nc1ccnn1C1CCN(Cc2ccccc2OCCO)CC1)c1cccc(F)c1 | 2% | 3% | -0.8% | -1% | -8% | 3% | 0.0% | -4% | 0.2%
O=C(CCCC(=O)c1ccccc1)NCc1ccccc1 | 16% | 6% | -0.9% | 3% | -6% | 0% | -0.1% | 6% | 6.5%
CC(=O)Nc1cccc(-c2nc3ccccc3s2)c1C | 5% | 10% | -0.1% | -5% | -2% | 1% | 0.9% | 6% | 16%
Cc1ccc(Sc2ccc(NC(=O)CCl)cc2)cc1C | 23% | 8% | -0.4% | 0% | 1% | 6% | 0.1% | 5% | 1.8%
CCOC(=O)CNC(=O)c1ccc2[nH]c3ccccc3c2c1 | 1% | 8% | -0.3% | -6% | 1% | 18% | 0.3% | 14% | 2.1%
COc1ccc(NC(=O)N2CCCC(C(=O)NCCc3ccccc3)C2)cc1 (configuration not stated) | 6% | 4% | -0.7% | -3% | 7% | 4% | -0.9% | 6% | 0.5%
Cc1cc(C)n2ncc(C(=O)Nc3ccc4c(c3)OCO4)c2n1 | -5% | 10% | -3.3% | -1% | -1% | 5% | 0.0% | 0% | 0.9%
CC(=O)N1N=C(C)CC1c1ccc(OCc2ccccc2)cc1 (configuration not stated) | -3% | 4% | -1.6% | -4% | -14% | 4% | 6.4% | 17% | 0.7%
O=C(CN1CCOCC1)Nc1ccc(Oc2ccc(NC(=O)CN3CCOCC3)cc2)cc1 | 7% | 10% | 0.7% | 1% | -9% | -1% | 2.7% | 13% | 0.1%
CCOc1ccc2[nH]c(C)cc(=O)c2c1 | -5% | -6% | -0.7% | 4% | -12% | -2% | -2.9% | -4% | 1.0%
COCCCNC(=O)c1ccc2c(c1)CCN2S(C)(=O)=O | -7% | 5% | -1.9% | -2% | -13% | 2% | 3.7% | -2% | -0.8%
COC(=O)c1ccccc1NC(=O)NC1CCCC1 | -7% | 5% | 0.6% | 3% | 4% | 35% | 0.2% | 15% | 1.1%
O=C(Nc1ncc(S(=O)(=O)c2ccc([N+](=O)[O-])cc2)s1)c1cccc2ccccc12 | -11% | 0% | 3.4% | -3% | -10% | 4% | -4.3% | 0% | ?
O=C(NCCCN1CCN(C2CCCCC2)CC1)Nc1ccccc1C(F)(F)F | -1% | 2% | 0.4% | -13% | -3% | 16% | -0.5% | -2% | 0.4%
Nc1nc(-c2cccnc2)nn1C(=O)c1ccccc1Cl | 1% | 7% | -1.7% | -2% | -13% | 11% | -0.1% | -7% | ·
Cc1ccc(C(Sc2ccccc2)C(Cn2cncn2)C(=O)c2ccccc2)cc1 (configuration not stated) | 3% | 10% | -0.9% | -1% | -1% | 0% | -0.2% | -13% | 1.1%
Cc1cscn1 | · | 6% | · | 1% | · | · | -0.9% | · | 1.0%
O=C(Nc1ccc(OCC(=O)N2CCOCC2)cc1)c1cccc(Cl)c1 | 0% | 9% | -1.6% | -8% | -14% | 14% | -0.2% | 4% | 2.4%
CC(=O)NNc1ncnc2c1cnn2-c1ccc(C)c(C)c1 | 6% | 5% | 0.4% | -9% | -12% | 11% | 0.2% | 4% | 0.1%
Cc1c(C(=O)Nc2ccc(-c3nnc4n3CCCCC4)cc2)oc2ccc(Br)cc12 | -4% | 9% | 0.4% | 0% | -4% | 15% | -0.1% | -1% | 7.7%
CCN1CCN(C(CNS(=O)(=O)c2ccccc2)c2ccccc2)CC1 (configuration not stated) | -3% | 15% | 3.2% | -1% | -12% | 10% | 0.6% | 0% | -1.6%
Cc1nnc2ccc(-c3ccc(NS(=O)(=O)c4ccccc4F)cc3)nn12 | -5% | -3% | · | 4% | · | 19% | 0.2%[50 µM] | · | -2.7%
Cc1cc(S(=O)(=O)N2CCCOC2CNC(=O)C(=O)NCCc2ccco2)ccc1F (configuration not stated) | -7% | 6% | 3.3% | 1% | -3% | 17% | 0.1% | 13% | 0.9%
COc1cccc(CNC(=O)CCS(=O)(=O)c2cccc3nsnc23)c1 | 22% | 8% | 8.9% | -1% | -5% | -1% | 0.8% | -8% | 1.6%
CCN(CC)c1ccc(NC(=O)c2cccc(C)c2)cc1S(=O)(=O)Nc1ccccc1OC | 0% | 17% | 0.1% | 0% | -2% | 19% | 2.0% | 15% | 4.2%
COc1cc(C2NC(=S)NC(c3ccccc3)=C2C(C)=O)cc(Cl)c1OCC(=O)O (configuration not stated) | -8% | 15% | 16% | -8% | 9% | 12% | 7.2% | 8% | 1.4%
COc1ccc(OC)c(-c2nc(CN3CCN(C(=O)c4ccco4)CC3)c(C)o2)c1 | 5% | 8% | -1.4% | -9% | -9% | 7% | 4.6% | 8% | 1.1%
CC1(c2ccccc2Cl)NC(=O)N(CC(=O)NC(=O)NCc2ccco2)C1=O (configuration not stated) | -3% | 6% | 2.5% | 5% | 2% | 1% | 0.1% | -19% | 0.1%
CCN(CC)S(=O)(=O)c1ccc(OC)c(NC(=O)c2ccc(N3CCCC3=O)cc2)c1 | · | 0% | · | -4% | · | · | 1.7%[50 µM] | · | 0.3%
COc1ccc(C(=O)N2CCN(C(=O)Cc3ccccc3)CC2)cc1 | 4% | 11% | 2.3% | 5% | -6% | 1% | 0.1% | 9% | 1.6%
Cc1ccc2nc(N3CCN(S(=O)(=O)c4ccc(C)c(Cl)c4)CC3)c(C#N)cc2c1 | 0% | -4% | 2.3% | -3% | -10% | 25% | ? | 9% | 0.6%
COc1cc(NC(=O)c2cccs2)c(C(=O)OCC(=O)c2cc(C)n(-c3ccccc3)c2C)cc1OC | 0% | 7% | 0.8% | 5% | 8% | 6% | -1.7% | 1% | 2.8%
Cc1n[nH]c(C)c1S(=O)(=O)N1CCCC(C(=O)Nc2ccc3c(c2)OCCO3)C1 (configuration not stated) | -8% | · | 6.2% | · | 11% | 6% | · | -10% | 1.3%
COCCn1nnnc1C(c1ccccn1)N1CCN(c2cc(C)ccc2C)CC1 (configuration not stated) | -4% | 6% | 0.8% | -1% | -2% | 9% | 2.1% | -10% | 3.6%
O=C(c1ccc(NS(=O)(=O)/C=C/c2ccccc2)cc1)N1CCCCC1 | 10% | 5% | · | -2% | · | 8% | 0.9%[50 µM] | · | 1.1%
